PME-1 inh: PME-1 (human) inhibition; Q9Y570; recombinant PME-1, FP-Rh probe fluorescence polarization; inhibition, % at 5.9 µM; 0.53% of 320,000 active; AID 2130;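 active means inhibition above the campaign mean of all compounds plus 3 SD, cut at about 26% in these data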;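 further: competitive labeling of PME-1 active site by serine hydrolase directed probe; 0% = PME-1 with DMSO and 100% = wells lacking PME-1 enzyme; inhibitors block probe labeling so polarization falls and inhibition rises; many of its hits are not listed in these tables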
Fam108B inh: counter-screen for RBBP9 inhibitors: inhibitors of mouse Fam108B; recombinant Fam108B, FP-Rh probe fluorescence polarization; inhibition, % at 9.51 µM; 0.33% of 300,000 active; AID 1947;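 active means inhibition above the screen mean inhibition plus 3 SD, computed separately per campaign, cut at about 18% in these data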;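 further: inhibitors lower polarization as less probe binds the enzyme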
MEX-5 binding: C. elegans MEX-5 TCR-2 RNA binding activity | Q9XUB2 | MEX-5/FITC-TCR2 RNA binding, fluorescence polarization; stronger effect = lower value | activity score (negative = inhibition of binding), % at 10 µM | 0.38% of 300,000 active | AID 1832;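 active means inhibition past about -25% in most replicates, and total fluorescence under double the plate's negative control median, limit read from the data; inconclusive means replicates evenly split on the limit, or fluorescence at least double controls; inactive means too little inhibition in most replicates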;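 further: 0% = DMSO and -100% = 5 µM competing unlabeled TCR2 RNA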
Bcl-xL primary: inhibitors of human Bcl-xL; Q07817; GST-Bcl-xL / FITC-Bim BH3 peptide fluorescence polarization; inhibition, % at 10.9 µM; 0.7% of 320,000 active; AID 2129;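 active means inhibition above the mean of all tested compounds plus 3 SD, cutoff set per campaign, cut at about 30% in these data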;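 further: 0% = DMSO wells and 100% = unlabeled Bim-BH3 peptide competitor; inhibitors lower millipolarization by displacing the labeled peptide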
Target sequence (Q07817 whole entry, looked up): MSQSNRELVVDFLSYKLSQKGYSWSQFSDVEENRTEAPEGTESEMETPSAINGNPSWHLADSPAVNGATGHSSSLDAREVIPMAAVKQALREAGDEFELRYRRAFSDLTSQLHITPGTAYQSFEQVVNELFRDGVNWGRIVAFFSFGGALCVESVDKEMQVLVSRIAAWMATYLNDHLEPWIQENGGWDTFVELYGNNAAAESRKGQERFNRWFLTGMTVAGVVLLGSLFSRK
GLD-1 RNA inh: GLD-1-TGE RNA interaction inhibition (C. elegans). Q17339. purified GLD-1 + fluorescein TGE RNA, fluorescence polarization. inhibition, % at 5.96 µM. 0.44% of 320,000 active. AID 2280;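 active means percent inhibition above a per-plate cutoff, the plate mean of test compounds plus 3 SD, cut at about 30% in these data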;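 further: 0% = DMSO wells with GLD-1 and probe and 100% = wells lacking GLD-1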
Target sequence (Q17339 whole entry, looked up): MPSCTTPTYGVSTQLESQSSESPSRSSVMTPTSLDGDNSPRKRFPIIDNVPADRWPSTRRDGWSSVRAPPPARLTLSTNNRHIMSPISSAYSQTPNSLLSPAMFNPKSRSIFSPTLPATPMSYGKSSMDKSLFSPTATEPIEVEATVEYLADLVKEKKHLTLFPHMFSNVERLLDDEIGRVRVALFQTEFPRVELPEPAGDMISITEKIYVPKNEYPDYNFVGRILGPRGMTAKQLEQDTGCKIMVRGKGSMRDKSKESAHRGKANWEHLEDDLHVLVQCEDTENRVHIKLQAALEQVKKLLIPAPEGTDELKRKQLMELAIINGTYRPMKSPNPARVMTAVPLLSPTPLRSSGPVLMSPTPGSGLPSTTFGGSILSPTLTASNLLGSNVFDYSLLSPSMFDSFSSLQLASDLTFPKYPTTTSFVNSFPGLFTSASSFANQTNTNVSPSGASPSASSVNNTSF
MCL1-BIM inh: MCL1-BIM-BH3 interaction inhibition (human) | Q07820 | GST-MCL1 / FITC-Bim-BH3 fluorescence polarization | inhibition, % at 10.9 µM | 0.68% of 320,000 active;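 active means inhibition above the mean inhibition of all tested compounds plus 3 SD, set per campaign, cut at about 40% in these data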;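 further: 0% = DMSO wells and 100% = unlabeled Bim-BH3 peptide control; higher means more loss of mP so more displacement of Bim peptide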
Target sequence (Q07820 whole entry, looked up): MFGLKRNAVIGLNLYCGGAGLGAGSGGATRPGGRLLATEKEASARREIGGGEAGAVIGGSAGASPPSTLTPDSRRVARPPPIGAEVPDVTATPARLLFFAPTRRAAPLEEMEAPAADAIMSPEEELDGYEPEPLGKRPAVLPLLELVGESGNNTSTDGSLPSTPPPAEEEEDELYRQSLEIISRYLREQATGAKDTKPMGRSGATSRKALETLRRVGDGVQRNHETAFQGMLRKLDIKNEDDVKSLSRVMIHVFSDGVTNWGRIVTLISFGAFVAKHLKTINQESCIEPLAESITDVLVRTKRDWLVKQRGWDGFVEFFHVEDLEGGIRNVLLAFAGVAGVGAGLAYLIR
TPT1 inh: C. albicans TPT1 enzyme inhibition. recombinant caTPT1, FP RNA substrate dephosphorylation. inhibition, % at 5 µM. 0.81% of 300,000 active. AID 1962;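 active means inhibition above the mean of all tested compounds plus 3 SD, set per screening campaign, cut at about 24% in these data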;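 further: plate controls were DMSO alone for no effect and ferristatin control at 100 nM for full effect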
GSTO1 inh: GSTO1 inhibition, counter-screen for RBBP9 inhibitors. P78417. inhibition, % at 5.96 µM. 1.1% of 300,000 active. recombinant GSTO1, activity-based probe fluorescence polarization;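 active means inhibition above the campaign mean inhibition plus 3 SD, cut at about 35% in these data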;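 further: 0% = GSTO1-1 with DMSO and 100% = wells lacking GSTO1-1 enzyme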
PAD4 FP inh: PAD4 (human) enzyme inhibition. Q9UM07. recombinant PAD4, RCA probe fluorescence polarization. inhibition, % at 6.36 µM. 0.41% of 330,000 active;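 active means percent inhibition above a cutoff equal to the mean of all tested compounds plus 3 SD, cut at about 15% in these data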;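 further: 0% = PAD4 with RCA probe and DMSO and 100% = probe without PAD4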
* marks the source's active call; other numbers are inactive results; u = inconclusive; x = no result given.

mol	MCL1-BIM inh	Bcl-xL primary	PAD4 FP inh	GLD-1 RNA inh	PME-1 inh	Fam108B inh	GSTO1 inh	MEX-5 binding	TPT1 inh
CCCC(=O)NC(=S)Nc1cccc(NC(=O)c2ccc(Cl)cc2Cl)c1	7	6	-1	4	4	-3	-2	0.0	-5
COC(=O)c1ccccc1NC(=O)Cn1nnc(-c2ccc(OC)cc2)n1	0	0	-1	3	7	1	6	0.0	-2
O=C(COC(=O)COc1ccccc1Cl)Nc1ccccc1OC(F)F	-1	1	-3	0	-6	4	2	0.6	2
c1ccc(CCc2nn3c(Cn4nnc5ccccc54)nnc3s2)cc1	-1	-2	4	3	-3	3	10	3.7	-2
C=C(Br)Cn1c(CC(C)C)nc2ccccc21	5	7	-2	2	5	-2	3	1.3	1
COC(=O)n1c(=O)oc2ccccc21	1	4	-4	5	0	-1	12	-3.5	-1
Cc1nnsc1C(=O)N1CCC(CO)(Cc2ccccc2Cl)CC1	5	7	-3	1	6	3	0	-1.8	1
CCCCOC(=O)c1cccc(NC(=O)CCC(=O)O)c1	5	5	0	5	-6	0	1	-0.4	0
CS(=O)(=O)N(CC(=O)O)c1cc(Cl)cc(Cl)c1	0	4	-6	1	-4	0	-11	1.9	1
O=C(COc1ccccc1[N+](=O)[O-])Nc1cc(C(=O)O)cc(C(=O)O)c1	2	8	2	-7	-1	0	-5	-1.1	-3
CCc1ccc(Nc2nnc(SCC(=O)c3c(N)n(C4CC4)c(=O)[nH]c3=O)s2)cc1	3	-6	-2	4	7	x	x	x	x
CCn1c(/C=C2/C(=O)N(C)c3ccccc32)nc2ccccc2c1=O	10	3	9	3	0	-4	8	0.7	3
O=C(NN1C(=O)/C(=C/c2cccc(O)c2)SC1=S)c1ccccc1O	14	9	3	-6	3	4	-1	-14	1
COc1cc2c(cc1OC)C(C)N(CCc1ccc(Cl)cc1)CC2 (configuration not stated)	9	4	3	2	2	0	7	0.5	-4
O=C(CN1CCCCC1)N/N=C/c1cccc(Cl)c1	9	6	0	3	0	0	-2	1.3	-3
CN(C)c1ccc(/C=C2\N=C(c3ccc(Cl)c([N+](=O)[O-])c3)NC2=O)cc1	-126	-50	-10	-30	-8	-6	-2	2.4	53*
Cc1ccccc1NC(=O)c1c([N+](=O)[O-])cnn1C	-1	3	-8	-8	1	-3	-1	1.4	-2
COc1ccc(N2CCN(C(=O)C3CC(=O)N(c4ccc(C)cc4)C3)CC2)cc1 (configuration not stated)	-3	-2	-2	-1	0	1	-4	0.9	2
CS(=O)(=O)N1CCN(C(=O)c2ccc(Br)s2)CC1	-1	-1	-3	4	2	4	5	-2.9	2
CS(=O)c1ccccc1-c1nc(-c2cc(C(F)(F)F)cc(C(F)(F)F)c2)no1 (configuration not stated)	-3	3	5	-1	-6	-3	-1	-3.3	-1
O=C(CN1C(=O)CSc2ccc(S(=O)(=O)N3CCOCC3)cc21)NCCCN1CCCCC1	3	3	4	-4	0	1	7	2.8	-1
CCOc1ccc(S(=O)(=O)NC2CC2)cc1	5	9	3	8	6	-1	-4	0.8	2
Cn1c(C(=O)O)c(CC(=O)NCc2cccnc2)c2ccccc21	-1	3	1	8	1	3	14	0.3	-2
Cc1cc(N/N=C/c2ccccc2O)c2ccccc2n1	2	-4	-2	-2	6	9	-4	-7.1	0
O=S(=O)(NCC1CCCO1)c1ccc(S(=O)(=O)N(Cc2ccccn2)C2CC2)cc1 (configuration not stated)	5	3	8	5	-4	0	1	0.2	-2
CCOC(=O)N1CCN(C(=S)NC(=O)/C=C/c2ccc(C)cc2)CC1	8	3	1	4	1	-1	0	-1.5	2
CCc1nnc(NS(=O)(=O)c2ccc(N=Cc3c(C)[nH]n(-c4ccc(Cl)cc4)c3=O)cc2)s1	6	9	-18	4	3	4	16	2.0	-3
O=C(COC(=O)c1cc(Cl)ccc1[N+](=O)[O-])NCc1ccc(Cl)cc1Cl	-3	5	-5	0	-6	-1	14	1.0	-3
O=C(Cc1ccccc1)Nc1c[nH]c(=O)[nH]c1=O	-3	-2	3	-1	-4	-3	1	-0.3	3
C[C@@H](C(=O)Nc1ccc2ccccc2c1)[C@@H]1C[C@@]1(C)[C@@H](NC(=O)c1cnccn1)c1ccccc1	7	7	-1	9	-4	-3	-2	x	1
CC(/C=N/Nc1nc(C)cc(C)n1)=C\c1ccc(C(C)C)cc1	-13	-1	-3	7	-3	-3	-13	-3.6	5
O=C(Nc1cc(S(=O)(=O)N2CCOCC2)ccc1OCC(F)(F)F)c1ccc(N2CCCC2=O)cc1	-3	-2	-1	1	-4	-1	6	0.5	0
CN(C)C(/C=C/Nc1cccc([N+](=O)[O-])c1)=C(C#N)C#N	1	5	-7	-2	-3	-1	-8	-2.6	-1
O=C(NCCC1=CCCCC1)C1CCN(C(=O)c2ccc(Br)cc2)CC1	6	5	-4	10	5	5	2	0.1	0
Cc1cccc(C(=O)NCC(=O)N2CCN(S(=O)(=O)c3cc(C)ccc3C)CC2)c1	2	3	3	2	3	1	7	2.3	-2
O=c1cnn(-c2ccccc2)c(-c2ccccc2)c1	3	1	-1	1	2	0	-1	-2.8	-2
N#Cc1c(-c2ccccc2Cl)cc(-c2ccccc2)nc1Br	3	4	0	4	-7	-2	2	1.8	-2
O=C(NCC1CCCN1S(=O)(=O)c1cccs1)C(=O)Nc1ccc(F)cc1 (configuration not stated)	12	4	-1	-1	2	-1	10	0.4	-1
COc1cccc(CCc2nnc(CCC(=O)NCCc3cccc(C)n3)o2)c1	5	6	-5	0	1	0	2	0.6	-6
CN(C)C(C(=O)NC1CCCCC1)c1ccc(Cl)cc1 (configuration not stated)	-3	3	-1	4	-5	-2	1	-2.0	1
CCCCCOC(=O)NCC(O)c1ccccc1 (configuration not stated)	9	2	-2	4	-5	-4	-3	1.4	-1
COc1cccc(-c2coc3c(C)c4oc(=O)c(CCC(=O)O)c(C)c4cc23)c1	9	12	-2	6	-6	-6	-78	-13	0
COc1ccc(C(C)=O)cc1COC(=O)c1ccc(OCc2c(C)noc2C)cc1	-2	3	0	2	-3	-6	1	-1.6	-1
O=S(=O)(Nc1cccc2cccnc12)c1ccccc1	7	0	-2	4	2	-3	5	1.5	-3
CCOC(=O)C(=Cc1cn(C)c2ccc(S(=O)(=O)N(C)C)cc12)C(=O)OCC	1	3	-6	6	3	2	-3	2.4	1
CCOC(=O)c1ccc(NC2c3ccccc3C(=O)N2c2ccccn2)cc1 (configuration not stated)	1	3	0	4	1	-3	8	-0.4	-3
Clc1cccc(OCCN2CCNCC2)c1	5	4	1	1	-1	-3	-1	-2.4	-1
Cc1cc(C)n(CC(O)COCc2ccco2)n1 (configuration not stated)	6	3	-6	1	-4	3	10	-11	-1
COc1ccccc1CNC(=O)C1CCCN(S(=O)(=O)c2cccs2)C1 (configuration not stated)	-3	4	-7	-4	6	1	6	-1.2	4
O=C1CCN(S(=O)(=O)c2ccc(Br)cc2)CCN1	-3	0	1	-1	0	-4	2	-0.1	-3
O=C1c2ccccc2CCC12N=NCC2c1ccc(Br)cc1 (configuration not stated)	3	7	-4	1	5	0	-7	0.6	-2
COc1ccc(C)cc1N(CC(=O)N1CCCCCC1)S(C)(=O)=O	-1	-5	-1	1	-4	3	-5	0.7	2
COc1ccc(N(C(=O)Cc2cccs2)C2C=CS(=O)(=O)C2)cc1 (configuration not stated)	3	-3	1	-12	1	1	-2	-0.8	9
C/C(=N\Nc1ncnc2sc(C)c(C)c12)c1ccccn1	101*	101*	-5	25	11	2	-9	u	-6
CN(C(=O)c1cccc(S(=O)(=O)N2CCCCC2)c1)C1CCS(=O)(=O)C1 (configuration not stated)	1	3	1	-1	1	2	13	2.2	-3
COc1cc(OC)cc(C(=O)Nc2sc3c(c2C(N)=O)CCC3)c1	-2	-1	-1	1	-4	1	0	-1.2	-2
O=C1N=C(N2CCOCC2)S/C1=C\c1cccs1	1	4	2	6	0	-5	6	-1.6	0
CCN(C(=O)c1cccs1)c1nc(-c2ccc(OC)cc2)cs1	5	5	-4	-10	-3	-5	1	2.0	-4
O=C(CNC1CCCCCC1)c1cccs1	12	8	-3	4	0	0	4	-1.9	-1
CC(C)(C)[C@H]1C=C(C(=O)O)O[C@@H](OCCCCO)C1	9	4	0	5	2	-1	1	0.0	0

Following part
mol	MCL1-BIM inh	Bcl-xL primary	PAD4 FP inh	GLD-1 RNA inh	PME-1 inh	Fam108B inh	GSTO1 inh	MEX-5 binding	TPT1 inh
COc1cc(C(=O)NC(=S)Nc2ccc3c(c2)OCO3)cc(OC)c1OC	13	5	-1	9	-5	2	9	-2.6	-2
COC(=O)Nc1sc(C)nc1-c1ccccc1	1	4	-3	4	0	0	-2	1.0	-1
Cc1ccccc1CC1(CO)CCCN(C(=O)c2ccccc2N(C)C)C1 (configuration not stated)	3	0	4	4	4	3	1	2.5	-5
COc1ccc2oc(C(=O)Nc3nnc(C)s3)c(C)c2c1	-3	1	1	-3	-1	x	x	x	x
O=C1Nc2ccccc2C1Cc1ccc(OC(F)(F)F)cc1 (configuration not stated)	-5	-2	3	-6	-1	6	12	-0.4	0
Cc1cccc(CSc2nnc([C@@H]3CCCN3)o2)c1	4	4	0	2	-8	0	1	-0.8	0
CN(C)c1ccc(C(=O)OCC(=O)NCCCc2ccccc2)cc1	-6	1	0	0	7	-2	-1	0.7	0
Cc1c(C(=O)O)sc2nc(CSc3ncc(C(F)(F)F)cc3Cl)[nH]c(=O)c12	0	-2	2	3	2	-2	1	0.4	3
O=C(Nc1cccnc1)Nc1ccccn1	-2	3	-2	7	1	2	-2	2.6	0
O=C(NC1CCCCC1)c1cccnc1Sc1ccccc1Cl	-4	3	3	4	1	-1	8	3.5	-1
NC(=O)c1ccc(SCC(=O)OCC(=O)N2CCN(C(=O)c3ccco3)CC2)c([N+](=O)[O-])c1	0	7	0	3	-3	-2	4	-2.1	2
CCOc1ccc(/C=N/n2cc(-c3ccccc3)[nH]c2=S)cc1	-8	5	0	2	18	10	-2	-2.1	2
CCOc1ccc(NC(=O)c2cccc(OC(=S)N3CCOCC3)c2)cc1	2	-5	-8	6	-8	-4	-10	-1.5	0
Cc1ccc(OCCC(=O)OC(C)C(=O)Nc2ccc(Cl)cn2)cc1 (configuration not stated)	-2	0	5	7	-6	5	-5	-1.7	2
CCc1ccc(CN(C)CC(O)COc2cccc3ccccc23)cc1 (configuration not stated)	-4	1	-5	-2	-1	-1	3	-0.4	1
COc1ccc(Nc2cc3n(c(=O)n2)CCc2cc(OC)c(OC)cc2-3)c(C)c1	10	8	1	25	0	3	-5	-0.9	-4
COc1ccc2c(C)cc(SCC(=O)Nc3nsc(-c4ccc(C)cc4)n3)nc2c1	0	0	10	5	2	-4	7	-2.1	-3
COc1ccc(C)cc1NC(=O)C1CCN(S(C)(=O)=O)CC1	-13	-5	-5	2	-9	1	4	-0.2	1
COC(=O)c1cc(C(=O)Nc2cc(C)on2)cc([N+](=O)[O-])c1	11	4	1	-1	-2	2	1	-1.6	1
O=C(Cn1nc(C(F)F)cc1C1CC1)NCCC1=CCCCC1	0	3	0	4	1	-2	-2	0.3	-1
CC(C)(C)OC(=O)CNC(=O)c1nc[nH]c1C(=O)N1CCN(c2ccccc2)CC1	13	7	-1	3	2	2	3	-0.2	-3

Assay outcomes: PubChem, several laboratories

The list is partial. The share of hits here may be higher or lower than overall.
